EPAC2 antag = antagonists of human EPAC2; Potency, µM (doses to about 114 µM), without a hit: at the highest dose activity, negative = inhibition, hits mostly inhibitors; 360,000 compounds, 0.18% hits; EPAC2 GEF exchange of Rap1B-BODIPY-GDP, fluorescence; AID 720708; further: potency means the concentration at half of the fitted maximal effect; on the % scale 0 is the no-effect control and ±100 the full control effect; nearly all actives have a fitted effect of over 45% in size; many of its hits are not listed in these tables
Target sequence (Q8WZA2 whole entry, looked up): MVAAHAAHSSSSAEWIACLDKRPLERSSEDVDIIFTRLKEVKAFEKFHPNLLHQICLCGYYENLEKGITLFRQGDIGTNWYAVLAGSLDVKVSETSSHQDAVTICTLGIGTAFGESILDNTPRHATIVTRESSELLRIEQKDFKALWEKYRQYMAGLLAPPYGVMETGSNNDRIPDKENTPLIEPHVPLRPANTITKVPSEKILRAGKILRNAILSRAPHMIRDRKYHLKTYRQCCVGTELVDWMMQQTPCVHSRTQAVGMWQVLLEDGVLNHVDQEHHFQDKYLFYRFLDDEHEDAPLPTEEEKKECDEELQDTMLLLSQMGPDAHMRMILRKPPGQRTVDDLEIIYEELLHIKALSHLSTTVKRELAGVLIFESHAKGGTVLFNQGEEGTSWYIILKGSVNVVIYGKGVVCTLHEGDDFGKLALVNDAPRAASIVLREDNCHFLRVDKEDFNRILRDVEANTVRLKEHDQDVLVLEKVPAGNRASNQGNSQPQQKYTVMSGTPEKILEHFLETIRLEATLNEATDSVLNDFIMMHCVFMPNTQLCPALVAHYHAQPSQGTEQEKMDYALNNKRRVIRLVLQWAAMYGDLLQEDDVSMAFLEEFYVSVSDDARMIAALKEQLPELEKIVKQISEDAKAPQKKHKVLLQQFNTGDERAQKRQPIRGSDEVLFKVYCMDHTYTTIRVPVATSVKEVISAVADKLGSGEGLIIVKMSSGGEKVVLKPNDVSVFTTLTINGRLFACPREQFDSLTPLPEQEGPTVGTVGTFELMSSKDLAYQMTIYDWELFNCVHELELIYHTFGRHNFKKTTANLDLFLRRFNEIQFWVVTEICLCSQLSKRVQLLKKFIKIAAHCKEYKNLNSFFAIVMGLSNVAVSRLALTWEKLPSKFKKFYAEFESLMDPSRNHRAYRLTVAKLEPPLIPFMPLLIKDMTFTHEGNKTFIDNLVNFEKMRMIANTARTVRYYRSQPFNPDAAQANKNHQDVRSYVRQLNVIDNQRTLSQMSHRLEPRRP
FUS yeast rescue = FUS proteinopathy suppression in yeast | S. cerevisiae FUS-expressing, growth rescue, OD600, 24 h | 390,000 compounds, 0.24% hits | Potency, µM (highest dose often 76.6 µM), for inactives: at the highest dose growth rescue (activation), hits mostly activators | AID 1347120;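 further: potency means the concentration at half of the fitted maximal effect; plate controls were DMSO vehicle for no effect and reference control for full effect; nearly all actives have a fitted effect of over 55% in size; some results filed as inactive show a strong effect at the top dose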
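Steps: raffinose overnight preculture; dilution to OD 0.005 in 2% galactose minimal medium; compound addition (concentration series); 24hr at 30C, 99% humidity; absorbance read at 600 nm.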
DRD3 agonist = D3 dopamine receptor (human) agonism. max activation, %. P35462. 410,000 compounds, 0.58% hits. D3R DiscoveRx beta-arrestin cells, luminescence, 90 min; in the data active means max activation above about 30%; further: 0% is about no effect; mostly tested at two doses, the higher about 12 µM
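Cells at 1500/well, incubated overnight, then treated with pinned compounds (dopamine as control) for 90 min at 37 degrees C. DiscoveRx reagent added for 30 - 60 minutes at room temperature; luminescence read.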
Abeta yeast res = restores growth of yeast expressing A-beta42 peptide; yeast expressing A-beta42, growth rescue, OD600, 48 h; response scale: 0% DMSO, 100% iron-clioquinol control; Potency, µM (top dose mostly 46.1 µM), for the others: top-dose growth rescue, actives largely listed as activators; 410,000 compounds, 0.063% hits; AID 1347071; further: potency means the concentration at half of the fitted maximal effect; nearly all actives have a fitted effect of over 55% in size
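Yeast A-beta toxicity model in growth medium with pinned compounds, 48 h at 30 C; growth read as absorbance at 600 nm. Normalized to FeCl3/clioquinol equimolar mix (positive) and DMSO (negative).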
DRD3 antagonist = antagonists of human D3 dopamine receptor; max response, negative = inhibition, %; P35462; AID 652054; 360,000 compounds, 2.5% hits; D3R cells, DiscoveRx beta-arrestin luminescence, antagonist mode; hits give low values; in the data active means max response below about -50%; inconclusive means no clear call, values can overlap the other calls; further: on the % scale 0 is the no-effect control and ±100 the full control effect; mostly tested at two doses, the higher about 12 µM
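Cells expressing the human receptor were seeded at 1500 cells/well, incubated overnight at 37 degrees C in 5% CO2, then exposed to library compounds with dopamine controls for 90 minutes at 37 degrees C before luminescent detection.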
aSyn rescue = alpha-synuclein toxicity inhibition in yeast; 370,000 compounds, 0.14% hits; Potency, µM (top dose mostly 46.1 µM), without a hit: at the top dose growth rescue (activation), actives largely listed as activators; Yeast expressing alpha-synuclein, growth rescue, BacTiter-Glo, 24 h; AID 652106; further: potency means the concentration at half of the fitted maximal effect; % of control where 0% means no effect; nearly all actives have a fitted effect of over 65% in size
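Rescue of yeast growth: cells expressing toxic alpha-synuclein, induced in galactose at OD600 0.02, incubated with compound 24 h at 30 C. ATP luminescence quantified growth; inhibitors of toxicity appear as activators.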
TDP-43 yeast inh = TDP-43 toxicity inhibition in yeast | 410,000 compounds, 1.8% hits | Potency, µM (titrated, usually from 46.1 µM), without a hit: at the top dose growth rescue (activation), hits mostly activators | TDP-43 expressing yeast growth rescue, BacTiter-Glo, 24 h | AID 652104; further: potency means the concentration at half of the fitted maximal effect; % of control where 0% means no effect; nearly all actives have a fitted effect of over 50% in size
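Cell-based yeast growth screen: TDP-43 expression induced in galactose, inoculum OD600=0.02 after raffinose pregrowth to mid-log. Read-out BacTiter-Glo luminescence at 24 hr, 30 deg C; inhibition of toxicity seen as signal increase.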
EPAC2 agonist = agonists of human EPAC2 (RAPGEF4); EPAC2 activation, biochemical qHTS; response scale: 100% = 6.5 mM cAMP response; 360,000 compounds, 0.079% hits; Potency, µM (top dose mostly 154 µM), for inactives: at the top dose activation, hits mostly activators; further: potency means the concentration at half of the fitted maximal effect; nearly all actives have a fitted effect of over 50% in size
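qHTS, titration series. 100 nM EPAC2 / 250 nM Rap1B-BODIPY-GDP / 50 uM GDP; RT; ex 480/em 540 nm, 5-min reads to 30 min. Norm. to 6.5 mM cAMP = activation.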
* = called active by the depositor; ? = inconclusive; . = no result given; & = joins results of further samples; [ ] = another dose, or the depositor's remark. Unless noted, the call rests on the fitted dose curve; in most records, active means well fitted curve in the direction sought with a large enough effect; inconclusive means small, poorly fitted or top-dose-only effect, or another doubt; inactive means no such curve, though single readings can be large; an effect the other way counts as inactive or inconclusive.

SMILES | EPAC2 antag | FUS yeast rescue | DRD3 agonist | Abeta yeast res | DRD3 antagonist | aSyn rescue | TDP-43 yeast inh | EPAC2 agonist
COc1ccc(NS(=O)(=O)c2cc(NC(=O)CNC(=O)c3cccc(OC)c3)ccc2C)cc1 | -0.1% | . | -4.4 | 18.4% | 15.0 | -0.1% | -3.7% | 14.0%
CCNC(=S)N/N=C/c1c(C)nn(-c2cccc(Cl)c2)c1Cl | -4.0% | . | 6.7 | 2.1% | -1.1 | -2.4% | 0.4% | 8.9%
C[N+]1(CC(O)COCC2COc3ccccc3O2)CCOCC1 (stereo unspecified) | 2.7% | -31.9% | 3.9 | -0.3% | -10.6 | 1.4% | 3.7% | 5.1%
CC12CCC(C(=O)N(CC(O)CN3CCCCCC3)C1=O)C2(C)C (stereo unspecified) | 0.8% | 0.5% | -0.5 | -4.2% | 10.7 | 0.9% | 25.1% | 8.5%
CCN(CC)S(=O)(=O)c1ccc(Cl)c(C(=O)N2CCc3ccccc32)c1 | -25.2% | 20.1% | 3.4 | -8.0% | -1.3 | 18.9% | -7.7% | 0.0%[15.6 µM]
Cc1cccc(C(=O)N2CCCCC2CCN2CCCCC2)c1 (stereo unspecified) | . | 20.4% | -8.2 | -7.1% | . | . | 19.2% | .
CC(C)CC(C)N1CCC(n2nccc2NC(=O)CCc2ccccc2)CC1 (stereo unspecified) | 14.8% | -16.3% | -4.5 | -6.5% | -6.0 | -4.8% | 4.0% | 5.5%
COC(=O)[C@@]1(Cc2ccc(OC)cc2)[C@H]2c3cc(C(=O)N4CCCC4)n(CCSCCO)c3C[C@H]2CN1C(=O)c1ccccc1 | -1.8% | ? | -10.2 | 4.2% | -1.4 | -0.1% | 18.4% | 3.0%
Cc1ccc(-n2ncc3c(NCc4ccccc4)ncnc32)cc1 | 10.3% | -10.3% | 2.7 | 10.5% | 2.5 | -3.0% | 9.3% | 0.2%
O=C(Nc1ccc(F)cc1)C1CCN(c2ncnc3c2nc2n3CCCCC2)CC1 | 9.1% | -7.4% | -6.8 | -5.8% | 14.4 | 0.4% | 15.4% | -0.8%
COc1ccc(NC(=O)CCCCCn2nnc3ccccc3c2=O)cc1OC | 1.2% | 36.1% | 2.7 | 9.7% | 33.1 | 3.1% | 0.0% | -2.7%
Cc1cc(C)cc(CN2CCC(Oc3ccc(C(=O)N4CCCC4)cc3)CC2)c1 | 5.0% | 14.2% | -13.1 | -9.0% | -7.5 | -0.1% | -18.8% | 2.7%
CSc1nsc(SC)c1C(N)=O | 1.3% | 16.5% | 3.2 | 1.1% | -13.7 | -19.3% | -9.4% | 12.6%
C[C@H](CO)N1C[C@H](C)[C@@H](CN(C)C(=O)Nc2ccc(C(F)(F)F)cc2)Oc2ccc(NS(=O)(=O)c3cn(C)cn3)cc2C1=O | -8.9% | 11.4% | -6.1 | -11.1% | ? | -3.0% | -9.6% | 0.8%
O=C(Cc1cn2ccsc2n1)Nc1nc2c(s1)CN(Cc1ccccc1)CC2 | -5.2% | ? | -4.6 | -15.2% | 2.6 | -1.1% | -10.6% | 6.0%
CCn1c(Cc2ccccc2)nnc1SCC(=O)Nc1ccccc1O | -3.7% | 4.4% | -1.7 | -2.5% | -15.5 | 1.5% | -18.8% | 6.6%
Cc1cnccc1CN(C)C(=O)CC1C(=O)NCCN1CC1CCCCC1 (stereo unspecified) | 14.8% | 4.7% | -2.7 | 6.3% | 17.2 | -0.9% | -3.6% | -9.0%
CCCNC(=O)c1cc(C2CCCN(C(=O)c3ccc4c(c3)CCO4)C2)on1 (stereo unspecified) | -6.6% | -6.4% | -0.1 | 2.3% | 3.6 | -0.6% | 13.8% | 9.4%
COc1cccc(NS(=O)(=O)c2cc3c(cc2C)N(C)CCO3)c1 | -9.7% | -17.8% | 2.5 | -16.8% | -7.2 | -0.9% | 13.9% | -1.7%
O=C(Nc1ccccc1)c1cnc[nH]1 | 3.9% | . | 5.3 | 2.5% | 17.8 | -0.4% | 11.0% | -1.5%
NS(=O)(=O)c1ccc(CCNC(=O)C2CCN(c3ncnc4c3nc3n4CCCCC3)CC2)cc1 | 1.9% | -12.0%&-15.1% | 3.6&-11.7 | -8.5%&-7.2% | -2.0 | -2.0% | 0.2%&12.5% | 3.8%
CCOc1ccc(CNC(=O)CN2C(=O)C3CCCCN3c3ccc(C(=O)N4CCCC4)cc32)cc1 (stereo unspecified) | . | 21.2% | -14.1 | -5.0% | . | . | 15.3%[9.22 µM] | .
C1CCN(Cc2nnnn2CC2CCCO2)CC1 (stereo unspecified) | -5.0% | -10.6% | 11.4 | 10.2% | 1.5 | -4.2% | 2.9% | 6.0%
O=C(CNC(=O)c1ccc2c(c1)OCCO2)N/N=C/c1ccco1 | 11.5% | 6.7% | -5.0 | 0.9% | -2.8 | -0.5% | 9.3% | 7.8%
CN(C)CCCOC(=O)c1cc2ccccc2o1 | 10.8% | -15.5% | -15.4 | 11.0% | 1.3 | -8.0% | -13.0% | 0.0%[15.6 µM]
COc1cc(NC(=O)CSc2nc(C)cs2)cc(OC)c1 | -3.1% | -2.1% | 9.2 | 8.6% | -10.2 | 3.3% | 28.4% | 7.5%
CCn1c(SCC(=O)Nc2ccc(OC)c(OC)c2)nc2c(c1=O)SCC2 | 1.4% | 28.1% | 0.1 | -4.5% | -1.3 | -2.9% | 4.3% | 14.2%
CC1(C)C(=O)Nc2ccccc2N1C(=O)CSc1ncccn1 | 7.8% | 6.1% | 3.0 | 11.3% | 3.3 | -5.9% | 11.1% | 6.0%
CCOC(=O)C1NN=C(C(=O)c2ccccc2)C1c1ccc(Cl)cc1 (stereo unspecified) | ? | 22.2% | -0.7 | -13.0% | -11.5 | 11.0% | -13.3% | 14.0%
CNC(=S)N/N=C/c1ccccc1Cl | -0.7% | . | 0.6 | -4.7% | -5.0 | -0.8% | ? | 4.2%
O=C(CN1CCCCCC1)Nc1cccc([N+](=O)[O-])c1 | 0.8% | -30.8% | -6.7 | -7.8% | -82.6* | 0.5% | -2.2% | 3.5%
COc1ccc(CNC(=O)CCC(=O)n2ncc3cc(C)ccc32)cc1 | -3.0% | -18.6% | -0.9 | -13.5% | -9.4 | 6.6% | 15.0% | 3.4%
COCC(C)NC(=O)C(C)Oc1ccccc1 (stereo unspecified) | -8.6% | . | 2.3 | 16.3% | -10.3 | -1.7% | 2.7% | 6.3%
COC(=O)C1=C(C)N(Cc2ccccc2)C(=S)N[C@H]1c1ccc(Br)cc1 | ? | ? | 0.0 | -4.6% | -18.0 | 4.0% | 15.8µM* | 6.6%
CN1C(=O)N(C)C(c2ccccc2Cl)C2=C1CC(C)(C)CC2=O (stereo unspecified) | -11.6% | -14.4% | 4.9 | -21.8% | 11.1 | 4.5% | 6.3% | -6.0%
CCC(Sc1nnnn1-c1ccccc1)C(=O)Nc1nc2ccccc2s1 (stereo unspecified) | -1.4% | ? | -4.5 | ? | -12.3 | 3.3% | ? | 22.3%
CC12C(=O)N(c3ccccc3)C(=O)C1C(c1ccccc1)N1CCCN12 (stereo unspecified) | -1.2% | -0.1% | 9.4 | 21.3% | 4.5 | 3.2% | 1.0% | 10.0%
COc1ccc(CCNC(=O)CC2SC(=NCCc3ccccc3)NC2=O)cc1 (stereo unspecified) | 4.8% | . | -7.5 | -17.3% | -7.9 | -1.8% | -0.9% | -5.7%
Cc1ccccc1NC(=O)Cc1nc(COC(=O)c2cc(Br)ccc2O)cs1 | 8.6% | -21.4% | 1.9 | -11.0% | 18.7 | -5.8% | 9.3% | -7.9%
CCn1c(C)c(C)c2cc(C(=O)NC3CCCCCC3)ccc21 | -8.1% | -13.8% | -15.2 | . | -12.9 | -4.9% | 16.2% | 13.8%
CSCCC1NC(=O)N(CC(=O)Nc2ccc(N3CCCCC3)cc2)C1=O (stereo unspecified) | 1.4% | 20.6% | -1.8 | 5.7% | -8.3 | -7.0% | -11.2% | 8.4%
CC(=O)c1ccc(N2CCN(C(=O)c3ccc(S(=O)(=O)NCc4ccco4)cc3)CC2)cc1 | 14.5% | 15.3% | 2.8 | -0.2% | -4.7 | -0.5% | -17.5% | 9.1%
CCc1ccc2c(Cl)c(C(=O)N/N=C/c3c[nH]c4ccccc34)sc2c1 | -18.0% | ? | 8.0 | -18.7% | 0.0 | 3.1% | 19.8% | -1.4%
O=C(NCc1ccccc1)c1cc(C2CCCN(S(=O)(=O)c3cccs3)C2)on1 (stereo unspecified) | -1.5% | 32.7% | -21.1 | 3.0% | -68.3* | 1.8% | 27.0% | 9.5%
CC(C)Oc1ccc(Br)cc1/C=N\NC(N)=S | -14.9% | -6.7% | -5.9 | ? | -1.7 | -8.0% | ? | 6.5%
CC(C)(C)C(=O)NC1CCN(S(C)(=O)=O)CC1 | 10.8% | -1.5% | -6.8 | -14.3% | -12.7 | -0.5% | -20.6% | 0.5%
O=C(CNC(=O)C12CC3CC(CC(C3)C1)C2)N1CCN(S(=O)(=O)/C=C/c2ccccc2)CC1 | -8.6% | . | 2.1 | 26.9% | 0.9 | 14.1% | 2.4% | 4.1%
CCCn1c2c(c(O)c(C(=O)NCc3ccccc3)c1=O)CCCC2 | -6.9% | 18.0% | -0.5 | -18.2% | 0.0 | 21.2% | -13.9% | 7.7%

Complete entries as entered above. Order of values: EPAC2 antag, FUS yeast rescue, DRD3 agonist, Abeta yeast res, DRD3 antagonist, aSyn rescue, TDP-43 yeast inh, EPAC2 agonist
Cc1ccc(-n2ncc3c(NCc4ccccc4)ncnc32)cc1 reads 10.3%, -10.3%, 2.7, 10.5%, 2.5, -3.0%, 9.3%, 0.2%
C[C@H](CO)N1C[C@H](C)[C@@H](CN(C)C(=O)Nc2ccc(C(F)(F)F)cc2)Oc2ccc(NS(=O)(=O)c3cn(C)cn3)cc2C1=O reads -8.9%, 11.4%, -6.1, -11.1%, ?, -3.0%, -9.6%, 0.8%
COc1ccc(NS(=O)(=O)c2cc(NC(=O)CNC(=O)c3cccc(OC)c3)ccc2C)cc1 reads -0.1%, ., -4.4, 18.4%, 15.0, -0.1%, -3.7%, 14.0%
COc1cccc(NS(=O)(=O)c2cc3c(cc2C)N(C)CCO3)c1 reads -9.7%, -17.8%, 2.5, -16.8%, -7.2, -0.9%, 13.9%, -1.7%
CCNC(=S)N/N=C/c1c(C)nn(-c2cccc(Cl)c2)c1Cl reads -4.0%, ., 6.7, 2.1%, -1.1, -2.4%, 0.4%, 8.9%

A portion of the library; count on the stated rates, not on these rows.
